Insulin prom up – MIN6 insulin promoter up-regulation | MIN6 insulin promoter-GFP reporter, high-content imaging; active compounds read high | z-score at 5 µM | actives 0.3% (n = 190,000);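 active = z-score above 3 at 5 µM with at least 500 cells counted in the well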
M1AAP inhibition – P. falciparum M1AAP inhibitors, biochemical, fluorogenic H-Leu-NHMec substrate, 1536-well (AID 1445); inhibition, % at 30 µM; hits with a dose series show IC50 in µM; recombinant M1AAP, H-Leu-NHMec fluorogenic kinetic assay; higher % means a stronger effect; actives 0.42% (n = 220,000);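 active = primary inhibition above the hit cutoff, then over 50% inhibition at one or more dose response concentrations, cut at about 23% in these data, passing the limit was not always enough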;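 also: plate controls were DMSO full reaction for no effect and no enzyme background for full effect; strong numbers were not always called active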
Yfh1-off respiration – mitochondrial function rescue without frataxin homolog – Friedreich's ataxia, plus single-dose screen, dose response (AID 1465) | fold induction at 50 µM; hits with a dose series show EC50 in µM | S. cerevisiae Yfh1-off respiration, WST-1 reduction, 72 h; higher fold induction means a stronger effect | actives 0.074% (n = 220,000);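 active = fold induction of absorbance versus untreated yeast above a set limit, then at least 30% activation at any dose in follow-up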;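 also: activators that raise dye reduction in frataxin-depleted yeast; strong numbers were not always called active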
M17LAP inhibition – P. falciparum M17LAP inhibitors, primary screen, biochemical, fluorogenic H-Leu-NHMec substrate, 1536-well (AID 1619) | actives 0.38% (n = 220,000) | inhibition, % at 30 µM; hits with a dose series show IC50 in µM | recombinant M17LAP, H-Leu-NHMec fluorogenic kinetic assay; higher % means a stronger effect;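 active = compound inhibiting the enzyme by more than half at any dose during confirmatory dose-response retesting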;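 also: plate controls were full reaction with DMSO carrier for no effect and no enzyme background for full effect; strong numbers were not always called active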
Lipid droplet – modulators of hepatic lipid droplet formation. AML12 mouse hepatocytes, oleate lipid droplets, BODIPY imaging. inhibition, % at 6.5 µM. actives 0.4% (n = 240,000). AID 1656;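 active = lipid droplet intensity inhibited by at least 50%, with more than 500 cells counted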
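Material: mouse AML12 hepatocyte cell line, fixed after treatment; Timing: compound with oleate, overnight; Technique: high-content imaging of BODIPY-stained droplets and DAPI nuclei; Probe or stimulus: oleate, 100 µM final; Dosing: compound at 6.5 µM only.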
MT stabilizer – microtubule stabilizers in HeLa cells; actives 0.83% (n = 200,000); % tubulin-high responders, % at 10 µM; HeLa tubulin immunostaining HCS, 24 h; share of cells brighter than vehicle mean+2SD;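 active = plate Z-score above 3 for both tubulin-high and condensed-nucleus cell shares, with cell loss under 80%, at 10 µM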;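 also: anti alpha tubulin signal scored within the nucleus-defined area of each cell; some results filed as inactive read as strong as hits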
Dynein transport – blocks dynein driven cargo transport along microtubules; 3617.4 mouse cells, GR-EGFP nuclear translocation imaging; test concentration mostly 20 µM; stimulated with dexamethasone, 1 µM; active compounds read low; actives 0.47% (n = 220,000); z-score, hits read low; AID 1381;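 active = plate z-score of nuclear minus cytoplasmic receptor signal below a set negative limit, without overly bright fluorescence or cell loss, cut at about -3.5 in these data, passing the limit was not always enough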;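 also: z-score of nuclear minus cytoplasmic ring GR-EGFP intensity difference per well; some compounds called inactive have numbers as strong as hits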
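medium = tetracycline-free induction medium containing charcoal-stripped FBS | also added = 1.0 µM final dexamethasone stimulus | schedule = 48 h induction, 1 h compound, 30 min dex at 37 °C | technique = fixed, Hoechst-stained cells imaged at 10x for EGFP | measure = GR-EGFP nuclear translocation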
CSM14.1 death rescue – rescue of cells from ER stress-induced death, primary screen, 384-well, CSM14.1, thapsigargin, ATP luminescence (AID 1222) | 190,000 tested, under 10 active | CSM14.1 thapsigargin-induced death rescue, ATP luminescence; higher % means a stronger effect | cellular ATP content (survival), % at 20 µM, or EC50 in µM where a hit was titrated;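 active = EC50 below 50 µM in the dose-response confirmation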;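 also: death triggered by thapsigargin at about 15 µM added after 2 h compound pretreatment; cell ATP read after overnight thapsigargin exposure of roughly 18 to 22 hours; normalized against plate controls of thapsigargin alone and 5% DMSO vehicle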
Autophagy HCS – alters autophagy in cells; MEF GFP-LC3 puncta imaging; test concentration mostly 10 µM; calls only at 10 µM (by protocol); actives 0.98% (n = 190,000);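 active = percentage of spot-positive cells more than 3 SD above its plate mean, without a fluorescence outlier flag or 80% toxicity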;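 also: spot-positive cell cutoff set from DMSO-treated cells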
Dynein transport cytoplasmic EGFP – second read-out of Dynein transport, no call of its own (marks repeat the call); z-score; measured here: cytoplasmic GR-EGFP intensity; active compounds read high
Dynein transport nuclear GR-EGFP – second read-out of Dynein transport, no call of its own (marks repeat the call); z-score; measured here: nuclear GR-EGFP intensity;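 lower value marks the stronger effect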
Dynein transport cell count – also measured in Dynein transport; calls as there; z-score; measured here: cell count per field
Insulin prom up cell count – second read-out of Insulin prom up, no call of its own (marks repeat the call); cell count; measured here: cytotoxicity, nuclei count;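 total cells summed across four imaged fields per well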
Lipid droplet cells 6.5 µM – further read-out of Lipid droplet, marked with its call; cell count; measured here: cell count, cytotoxicity flag;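 cells counted across two imaged fields per well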
MT stabilizer Hoechst-high % – second read-out of MT stabilizer, no call of its own (marks repeat the call); % Hoechst-high responders; measured here: nuclear condensation Hoechst responders;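 share of cells brighter than vehicle mean plus two SD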
MT stabilizer cytotoxicity % – second read-out of MT stabilizer, no call of its own (marks repeat the call); toxicity, %; measured here: cytotoxicity by cell density;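 0% = mean cell density of plate MIN control wells and 100% = no cells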
Autophagy HCS cell loss 18 h – also measured in Autophagy HCS; calls as there; toxicity, %; measured here: cell loss, nuclei count;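 cell loss after 18 h compound exposure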
* = called active by the depositor; i = inactive; / = no result given.

Sample of the layout, 4 compounds:
SMILES	Insulin prom up	Insulin prom up cell count	M1AAP inhibition	Yfh1-off respiration	M17LAP inhibition	Lipid droplet	Lipid droplet cells 6.5 µM	MT stabilizer	MT stabilizer Hoechst-high %	MT stabilizer cytotoxicity %	Dynein transport	Dynein transport cytoplasmic EGFP	Dynein transport nuclear GR-EGFP	Dynein transport cell count	CSM14.1 death rescue	Autophagy HCS	Autophagy HCS cell loss 18 h
Cc1ccc(-c2nnc(SCC(=O)Nc3nc4c(s3)CCCC4)n2C)cc1	0.96	1230	-2%	i	6%	/	/	1.8	1.3	9.4	0.029	-0.22	0.13	0.073	-0.2%	i	0
O=C(CCl)NNc1cccc(Cl)n1	0.3	1444	3%	i	-12%	/	/	2.6	1.3	5.8	-0.13	0.051	-0.23	0.6	-3.7%	i	-3
COc1ccc(NC(=S)NC(=O)c2csnn2)cc1	-0.59	1373	12%	i	2%	-18	677	2.3	2.1	2.5	0.25	-0.26	0.14	0.07	0.2%	i	-11
O=c1c(F)cn(C2CCCO2)c(=O)n1Cc1ccccc1F (centres undefined)	0.58	1317	-3%	i	-3%	14	617	2.4	1.6	7.8	1.1	-0.24	0.88	-0.72	-2.8%	i	-5

All compounds of this part, from the first entry:
SMILES	Insulin prom up	Insulin prom up cell count	M1AAP inhibition	Yfh1-off respiration	M17LAP inhibition	Lipid droplet	Lipid droplet cells 6.5 µM	MT stabilizer	MT stabilizer Hoechst-high %	MT stabilizer cytotoxicity %	Dynein transport	Dynein transport cytoplasmic EGFP	Dynein transport nuclear GR-EGFP	Dynein transport cell count	CSM14.1 death rescue	Autophagy HCS	Autophagy HCS cell loss 18 h
Cc1ccc(-c2nnc(SCC(=O)Nc3nc4c(s3)CCCC4)n2C)cc1	0.96	1230	-2%	i	6%	/	/	1.8	1.3	9.4	0.029	-0.22	0.13	0.073	-0.2%	i	0
O=C(CCl)NNc1cccc(Cl)n1	0.3	1444	3%	i	-12%	/	/	2.6	1.3	5.8	-0.13	0.051	-0.23	0.6	-3.7%	i	-3
COc1ccc(NC(=S)NC(=O)c2csnn2)cc1	-0.59	1373	12%	i	2%	-18	677	2.3	2.1	2.5	0.25	-0.26	0.14	0.07	0.2%	i	-11
O=c1c(F)cn(C2CCCO2)c(=O)n1Cc1ccccc1F (centres undefined)	0.58	1317	-3%	i	-3%	14	617	2.4	1.6	7.8	1.1	-0.24	0.88	-0.72	-2.8%	i	-5
Cc1cccc(Nc2nc3c(S(=O)(=O)c4ccccc4)nnn3c3ccccc23)c1	-0.36	1374	2%	i	13%	3	538	4.2	2.2	1.8	-0.035	-0.3	-0.46	0.37	-0.5%	i	-10
COc1ccc(-n2c(=O)c3c4c(sc3n(Cc3cccc(F)c3)c2=O)CN(C(C)=O)CC4)c(OC)c1	-0.13	1228	4%	i	2%	16	706	2.4	3.0	8.7	-1.4	-0.34	-0.65	0.58	0.4%	i	2
Cc1cc(C)nc(N/C(=N/S(=O)(=O)Cc2ccccc2)Nc2ccccc2)n1	0.16	1157	2%	i	10%	4	760	3.7	3.6	2.4	-0.057	-0.26	1.1	-0.097	-3.4%	i	17
NC(=O)[C@@H]1CCCNc2c(F)cc([N+](=O)[O-])cc2C(=O)N[C@@H](CO)C(=O)NCC(=O)N1	0.91	1194	7%	i	32%	-6	752	3.5	1.8	3.8	-0.47	0.16	0.12	0.88	-5.6%	i	6
COc1ccc(C(=O)Nc2nc(-c3cccs3)cs2)cc1	-0.07	1618	3%	i	-6%	42	671	1.0	1.4	6.5	0.2	-0.0021	-0.11	0.52	-2.7%	i	-3
CCCCC(=O)Nc1ccc(C(=O)NNC(=O)c2ccc(C)c(Br)c2)cc1	-0.12	1607	-2%	i	-5%	-18	622	3.2	3.4	7.3	0.13	-0.19	-0.065	0.88	1.2%	i	-14
OCC1(Cc2ccccc2)CCN(Cc2ccc(C(F)(F)F)cc2)CC1	-0.79	1467	10%	i	-3%	1	739	5.2	2.5	2.0	-1.5	-0.29	-0.67	1.4	-3.2%	i	13
COc1cc(N2C(=O)CC3(CCCC3)CC2=O)cc(OC)c1OC	-1	1055	2%	i	-1%	/	/	/	/	/	-0.52	-0.28	0.13	0.55	/	/	/
O=C(Nc1cccc(C(=O)N2CCOCC2)c1)c1ncn[nH]1	/	/	4%	i	0%	-17	766	1.5	2.3	12	-1.1	-0.24	-0.31	0.49	-1.6%	i	-4
O=C(Cc1ccccc1)N1CCN=C1SCc1ccc([N+](=O)[O-])cc1	-0.07	1448	2%	i	8%	-15	670	5.5	3.0	5.9	-1.4	0.018	-0.92	-0.36	6.6%	i	23
O=C1C2C3C=CC(C3)C2C(=O)N1Nc1c(Cl)cc(Cl)cc1Cl (centres undefined)	0.05	1359	-7%	i	1%	-18	664	1.0	1.5	0.7	1.3	-0.22	0.6	-0.62	-0.7%	i	31
CCCNC(=O)c1cccc(Br)c1	/	/	-4%	i	3%	6	702	3.4	1.9	5.6	-0.23	-0.23	-0.2	0.22	7.3%	i	-6
CC1CCCN(c2ccc(F)cc2N)C1 (centres undefined)	0.77	1208	8%	/	-5%	5	746	2.1	2.5	9.1	-0.28	-0.24	-0.1	-0.084	-0.8%	i	2
COC(=O)c1c(NC(C)=O)sc(C(=O)Nc2ccccc2C)c1C	0.14	1404	6%	i	8%	28	667	0.6	1.2	3.3	-0.54	-0.29	-0.21	1.5	1.1%	i	0
COc1ccccc1Nc1nc(-c2sc(NC(=O)C(C)(C)C)nc2C)cs1	-2.5	1043	1%	i	-4%	/	/	5.2	2.0	7.8	0.57	-0.19	0.57	0.18	-0.2%	i	-1
O=C(c1ccco1)N1CCN(c2ncccn2)CC1	-0.83	942	-6%	i	-5%	/	/	4.3	3.9	0.7	-0.98	-0.21	-0.43	0.18	-0.8%	i	-2
CC(C)[C@H]1CC[C@@H](C)C(C(=O)c2ccccc2)C1=O (some centres undefined)	0.51	1175	5%	i	5%	-2	651	1.6	2.2	7.9	1.4	-0.21	0.8	-1.7	-0.9%	i	1
CN(c1ccccc1)S(=O)(=O)c1cccc(NC(=O)Cc2c(F)cccc2Cl)c1	/	/	3%	i	13%	-4	664	3.0	2.5	4.9	-0.32	0.11	-0.38	0.52	3.0%	i	6
Cc1nccn1CCC(=O)Nc1ccc(Cl)cc1	1	1249	-7%	i	-2%	-3	788	3.4	1.8	4.0	0.33	-0.3	0.18	0.82	-0.1%	i	-20
O=C(/C=C/c1cccc([N+](=O)[O-])c1)N1CCOCC1	0.01	1265	10%	i	14%	3	615	1.0	2.1	10	-0.047	-0.25	0.2	0.13	-1.5%	i	-16
Cc1nc2sc3c(c2c(=N)n1N)CCCC3	1.8	1710	19%	i	22%	11	672	4.9	3.7	3.3	-0.19	-0.34	0.48	0.75	-1.9%	i	8
O=C1CC(N2CCN(C(c3ccccc3)c3ccccc3)CC2)C(=O)N1 (centres undefined)	-0.22	1206	3%	i	-12%	/	/	1.7	1.1	8.0	2.9	-0.1	1.6	-2	-0.6%	i	11
CCCN(c1ccc(C)cc1)c1nc(=O)c2cccnc2s1	0.79	1149	2%	i	4%	6	766	/	/	/	0.048	-0.3	0.059	0.021	/	/	/
Cc1ccc(N2C(=O)CC(Nc3ccccc3)C2=O)cc1 (centres undefined)	0.25	792	-4%	i	2%	9	792	1.5	1.8	10	-0.57	0.053	-0.0058	-0.049	-3.6%	i	34
Cc1ccc(NC(=O)c2cc(=O)c3ccccc3o2)cc1S(=O)(=O)N1CCOCC1	-0.62	1302	1%	i	-2%	-5	761	/	/	/	0.78	-0.25	-0.032	-0.56	/	/	/
CC(Sc1nc2c(c(=O)n(C)c(=O)n2C)n1Cc1cc2c(cc1Cl)OCO2)C(=O)O (centres undefined)	0.6	1137	6%	i	-10%	/	/	2.4	2.6	14	-0.14	-0.3	-0.053	0.57	-0.1%	i	1
O=S(=O)(c1cccc(-c2nc3ccccc3s2)c1)N1CCCC1	-0.92	1213	6%	i	0%	-6	731	3.6	2.8	4.9	-0.017	-0.23	0.08	-0.13	-2.2%	i	-1
Cc1nn(CCN)c(C)c1Cl	0.02	1637	-1%	i	1%	9	720	2.9	1.4	6.3	-1	-0.21	-0.28	0.77	0.9%	i	9
Cc1ccc(OCC(=O)N/N=C/c2ccc([N+](=O)[O-])o2)cc1	0.09	1736	6%	i	-8%	4	622	1.9	1.6	5.3	-0.6	-0.12	0.094	0.18	0.0%	i	2
COc1ccc(C(=O)C2CCCN(C(=O)c3cccs3)C2)cc1F (centres undefined)	-0.89	1396	/	i	/	2	716	2.4	0.8	4.0	-0.61	-0.33	-0.046	1.4	0.8%	i	-11
COc1ccc(C(=O)NCc2nnc(SCC(=O)Nc3nc4ccc(C)cc4s3)o2)cc1OC	-0.18	1376	9%	i	7%	29	699	2.9	4.5	7.8	0.12	-0.31	-0.38	0.072	-1.0%	i	-8
Cc1nnc(SCCn2c(N3CCC(C)CC3)nc3c2c(=O)n(C)c(=O)n3C)s1	/	/	/	i	/	/	/	1.5	1.3	0.4	-0.74	-0.28	-0.47	0.18	/	i	-4
CCCn1nnc(NC(=O)c2cccc(OCc3ccccc3)c2)n1	0.91	886	13%	i	-4%	5	785	3.0	1.4	3.0	2.6	-0.16	1.9	-1.1	-4.5%	i	7
O=C(CSc1cccc(C(F)(F)F)c1)N1CCN(S(=O)(=O)c2ccccc2)CC1	-0.49	914	4%	i	7%	2	733	2.6	1.5	5.1	3.1	-0.084	2.2	-1.1	-0.1%	i	-46

Bioassay records (PubChem)
